OX1R antag-1 = human HCRTR1 antagonism; O43613; CHO/OX1R cells, Fluo-8 calcium fluorescence, orexin A; inhibition, % at 5 µM; 330,000 compounds, 0.43% hits; AID 434989;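 active means inhibition above its plate's threshold, mean inhibition of all tested compounds on the plate plus 3 SD, cut at about 37% in these data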;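 further: 0% = orexin A challenge wells and 100% = SB-334867-A antagonist wells; not every result past the cut was called active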
Target sequence (O43613 whole entry, looked up): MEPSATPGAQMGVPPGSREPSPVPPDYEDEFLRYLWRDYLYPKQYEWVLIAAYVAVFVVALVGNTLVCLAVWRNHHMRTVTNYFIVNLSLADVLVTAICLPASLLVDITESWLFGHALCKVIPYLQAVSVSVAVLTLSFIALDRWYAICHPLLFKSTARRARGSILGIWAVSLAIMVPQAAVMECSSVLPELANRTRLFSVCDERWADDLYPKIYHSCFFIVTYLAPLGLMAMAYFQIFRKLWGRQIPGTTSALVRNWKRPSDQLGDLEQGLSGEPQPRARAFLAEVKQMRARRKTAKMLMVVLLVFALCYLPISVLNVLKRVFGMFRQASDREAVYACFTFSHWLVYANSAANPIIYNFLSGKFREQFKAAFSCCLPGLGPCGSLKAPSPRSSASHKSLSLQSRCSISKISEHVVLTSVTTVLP
STK33 inh = human STK33 kinase inhibition | Q9BYT3 | purified STK33, MBP phosphorylation, ADP-Glo luminescence | inhibition, % at 10 µM | 320,000 compounds, 0.073% hits | AID 2661;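 active means inhibition at or above 25%, using the most active replicate where run in duplicate; inactive means inhibition below 25%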
Target sequence (Q9BYT3 whole entry, looked up): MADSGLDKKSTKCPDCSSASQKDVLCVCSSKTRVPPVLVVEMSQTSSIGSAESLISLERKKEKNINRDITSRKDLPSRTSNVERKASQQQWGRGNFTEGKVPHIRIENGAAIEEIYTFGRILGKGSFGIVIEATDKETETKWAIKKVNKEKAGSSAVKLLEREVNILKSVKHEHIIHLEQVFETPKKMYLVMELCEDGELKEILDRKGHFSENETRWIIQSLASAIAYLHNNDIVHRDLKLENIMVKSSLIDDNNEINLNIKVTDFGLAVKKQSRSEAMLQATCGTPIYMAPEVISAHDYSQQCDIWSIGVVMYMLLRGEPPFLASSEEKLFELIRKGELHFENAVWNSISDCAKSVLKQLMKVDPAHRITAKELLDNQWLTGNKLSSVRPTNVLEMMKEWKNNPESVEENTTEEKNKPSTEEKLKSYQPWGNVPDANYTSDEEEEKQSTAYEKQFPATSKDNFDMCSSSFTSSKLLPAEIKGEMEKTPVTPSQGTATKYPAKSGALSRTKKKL
OX1R antag-2 = OX1R (human) antagonism; OX1R-expressing cells, FRET antagonist read-out; AID 485270; inhibition, % at 6.6 µM; 330,000 compounds, 1.8% hits; O43613; in the data active means inhibition mostly above about 38%, no sharp cut-off; inactive means mostly below about 40%;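 further: 0% = agonist challenge alone and 100% = reference antagonist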
The depositor's hits bear a star.

Each structure is followed by: OX1R antag-2	OX1R antag-1	STK33 inh
- O=C(CN1C(=O)NC2(CCCC2)C1=O)N1CCN(c2ccccc2O)CC1
    8.5	0.4	-1.0
- CN1C(=O)C(C(=O)Nc2ccccc2F)c2ccccc21 (stereo not drawn)
    9.8	-15.4	0.2
- CC(=O)NC(Cc1cc(C)ccc1C)C(=O)N1CCN(C(=O)c2ccc([N+](=O)[O-])cc2)CC1 (stereo not drawn)
    22.8	-6.2	0.0
- CCOc1cccc2cc(C(N)=O)c(=NCc3ccccc3)oc12
    2.2	-12.4	0.0
- NC(=O)CN1C(=O)C2CCCCN2C(=O)c2ccccc21 (stereo not drawn)
    15.0	-16.8	-0.8
- CCCCNC(=S)Nc1cc(S(=O)(=O)N2CCCCC2)ccc1C
    13.1	-29.4	0.5
- Clc1cccc(Cl)c1/C=N\Nc1nccs1
    20.8	-26.4	-1.4
- O=C(O)c1ccc(-n2nncc2-c2ccccc2)cc1
    12.7	-14.0	-0.4
- CCOc1ccc(Nc2cc(C)c3ccccc3n2)cc1
    22.9	-20.7	-0.7
- Cc1ccc2nc(N3CCN(C(=O)c4ccc(F)cc4)CC3)c(C#N)cc2c1
    12.1	-32.5	-1.2
- CCC(=S)/C=C1\Sc2ccc3ccccc3c2N1CCCS(=O)(=O)O
    11.4	-10.1	-7.5
- C=CCn1c(/N=C/c2ccc(OC)cc2)nc2ccccc21
    8.5	-12.6	-1.7
- Oc1ccccc1C1CCCCC1c1ccccc1 (stereo not drawn)
    -3.9	5.8	-1.1
- Cn1c(/C=C/c2ccc(Br)cc2)nc2ccccc2c1=O
    -8.1	-17.0	-0.6
- Cc1ccc(C(=O)NCc2ccc(Cl)cc2)o1
    12.1	-22.7	-4.4

Later entries:
Each structure is followed by: OX1R antag-2	OX1R antag-1	STK33 inh
- O=C(COC(=O)c1ccccc1C(=O)c1ccccc1)NCc1ccc(F)cc1
    20.8	-31.9	-0.3
- COc1ccc(Cl)cc1NC(=O)CN(C)CC(=O)Nc1cc(OC)c(OC)c(OC)c1
    -1.4	-31.3	-0.7
- Cc1ccc(S(=O)(=O)NN2C(=O)/C(=C/c3ccccn3)SC2=S)cc1
    15.6	-17.9	-0.8
- Cc1c(Nc2cc(N3CCCCCC3)c3nonc3c2[N+](=O)[O-])c(=O)n(-c2ccccc2)n1C
    18.7	-15.8	-1.1
- CCOc1ccc(S(=O)(=O)N2CCCCC2)cc1NC(=O)CCc1ccc(OC)cc1
    -5.5	1.4	-1.1
- O=C(CCNC(=O)Cn1ccc2ccccc2c1=O)NCCN1CCN(c2ccccc2F)CC1
    4.3	-9.9	-1.6
- O=C(c1ccc(S(=O)(=O)Nc2ccccc2)cc1)N1CCCCCCC1
    19.4	-27.5	-1.3
- O=C(Nc1c(C(=O)N2CCOCC2)cnn1-c1ccccc1)c1ccco1
    2.2	3.5	-0.5
- COc1ccc(-c2csc(NC(=O)c3ccco3)n2)cc1
    28.7	-30.6	-0.2
- CSc1nc(N)nc(N(C)C)n1
    4.9	-24.1	-0.5
- CCC(=O)N1N=C(c2ccc(NS(C)(=O)=O)cc2)CC1c1ccc(N(C)C)cc1 (stereo not drawn)
    15.5	-10.9	-0.2
- O=C(CC1C[C@H](C(=O)N2CCCCC2)[C@@]2(CCc3ccccc3)c3[nH]c4ccccc4c3CCN2C1=O)NCc1ccco1 (stereo partly drawn)
    3.2	-34.2	0.6
- COc1ccc(S(=O)(=O)N2CCC(C(=O)N3CCCC3)CC2)cc1C
    4.7	-2.0	-0.7
- O=C(N/N=C/c1ccc(O)cc1O)c1ccc(CN2C(=O)c3cccc4cccc2c34)cc1
    16.1	6.5	-0.6
- CC(=O)c1ccc(OCC(C)C)c(Cc2c(O)nc(N)[nH]c2=O)c1
    9.8	-7.2	1.2

(continued)
Each structure is followed by: OX1R antag-2	OX1R antag-1	STK33 inh
- O=C(NCc1cccs1)c1cccnc1C(=O)O
    5.0	-18.2	-2.6
- CCCC[n+]1ccc(-c2nc3ccc([N+](=O)[O-])cc3[nH]2)cc1
    113.0*	-12.8	0.6
- CCOc1ccc(CCNC(=O)Cc2ccc(NC3=NC4CS(=O)(=O)CC4S3)cc2)cc1 (stereo not drawn)
    -0.9	-5.9	0.2
- Nc1cc(N2CCCCC2)c(Cl)cc1[N+](=O)[O-]
    19.9	-15.6	-1.3
- COC(=O)N/N=C/c1cc(C)n(-c2ccccc2)c1C
    10.1	10.9	0.0
- COc1ccccc1NC(=O)CCC(=O)N/N=C(/C)c1ccc(C)cc1
    4.3	-4.6	0.3
- O=C(Nc1ccc(C(=O)NCCCN2CCCCC2)cc1)C1=CSCCO1
    5.2	7.2	4.4
- COc1ccc(C(=O)c2oc3ccccc3c2N)cc1
    35.9	-5.1	-1.0
- Cn1c(=O)c(C(=O)NCc2ccc(F)cc2)c(O)c2ccccc21
    -2.6	-12.4	-0.2
- CCCC(c1nnnn1Cc1ccc(OC)cc1)N1CCN(C(=O)c2ccco2)CC1 (stereo not drawn)
    42.5	-1.1	-2.0
- Nc1nnc(CCN2C(=O)CSC2=O)s1
    11.4	3.9	0.5
- S=C1NC2=C(CCCC2=C2SCCCS2)C(c2ccccc2)N1 (stereo not drawn)
    20.2	-9.9	0.9
- N#C/C(=C\c1ccccc1)c1ccccn1
    19.0	-10.2	-1.0
- CC1CCCCN1c1ncnc2ccccc12 (stereo not drawn)
    11.0	14.9	-1.2
- NC(=O)CC(NC(=O)Cc1ccc(Br)cc1)c1ccc(N2CCC(N3CCCC3)CC2)c([N+](=O)[O-])c1 (stereo not drawn)
    21.6	6.7	0.2

(next part)
Each structure is followed by: OX1R antag-2	OX1R antag-1	STK33 inh
- O=C(NCc1nc2ccccc2[nH]1)C1=C[C@@H](C2CCCCC2)C[C@@H](OCCCCO)O1
    14.9	-21.7	1.2
- O=C(O)[C@@H]1CCCC[C@@H]1C(=O)N1CCc2ccccc2C1CN1C(=O)c2ccccc2C1=O (stereo partly drawn)
    26.9	-23.6	-3.7
- COc1ccc(/C=N/N2CCN(c3ccncc3S(=O)(=O)N3CCCCC3)CC2)cc1
    20.0	-20.5	-2.0
- N#Cc1c(-c2cccs2)cc(C2CC2)nc1SCC(N)=O
    19.7	-22.4	-0.7
- Cc1nc(Nc2ccncc2)c2oc3ccccc3c2n1
    12.1	-12.3	0.2
- COc1ccccc1CCn1cc(C#N)c(=O)[nH]c1=O
    1.5	2.3	-1.5
- O=C(c1ccc(S(=O)(=O)N2CCOCC2)cc1)N(c1ccccn1)C1CCCCC1
    11.3	-43.2	-0.9
- CC(C)NCCCOc1ccc(C(C)(C)c2ccccc2)cc1
    7.3	-16.5	-0.9
- CSc1ccc(C#N)cc1NC(=O)c1ccc(Cl)nc1
    12.5	-36.8	-0.6
- O=C(O)CCC1(c2ccccc2)NC(=O)NC1=O (stereo not drawn)
    12.4	2.1	-0.8
- COCCn1nnnc1C(c1ccc(C(F)(F)F)cc1)N1CCOCC1 (stereo not drawn)
    14.2	-11.9	-0.8
- Cc1c(Cl)c([N+](=O)[O-])nn1CCCC(=O)Nc1cc(Oc2ccccc2)cc([N+](=O)[O-])c1
    14.4	-3.6	-0.4
- c1ccc2c(-c3cn4ccccc4n3)c[nH]c2c1
    25.8	-10.8	0.2
- Cc1cc(Br)c(NC(=O)COC(=O)CSc2nnc(-c3ccc(Cl)cc3)o2)c(Br)c1
    -2.8	-4.8	-1.3
- CNc1ccc(OC(F)F)cc1C(=O)c1ccccc1
    16.0	-25.6	-1.0

Additional entries follow:
Each structure is followed by: OX1R antag-2	OX1R antag-1	STK33 inh
- COc1ccc2cc(C(=O)Nc3ccccc3)sc(=O)c2c1OC
    35.9	-13.3	0.8
- COC(=O)c1cccc(-n2sc3ccccc3c2=O)c1
    2.0	-2.8	-1.5
- O=C1Cc2cc(S(=O)(=O)Nc3cccc([N+](=O)[O-])c3)cc3c2N1CCC3
    6.5	-1.8	-0.2
- O=C(NCC1CCCO1)c1csc2c1CCCC2 (stereo not drawn)
    6.6	-1.5	0.1
- O=C(CCc1nc2ccccc2c(=O)[nH]1)N1CCN(C/C=C/c2ccccc2)CC1
    22.4	19.1	-3.0
- O=C(CN(CC1CCCO1)C(=O)CNS(=O)(=O)c1ccc(F)cc1)NCc1ccccc1 (stereo not drawn)
    15.6	-30.8	-2.6
- COc1ccc([N+](=O)[O-])cc1NC(=O)CCCOc1ccccc1
    14.7	-2.0	-0.8
- CC(OC(=O)CSc1ccc([N+](=O)[O-])cc1)C(=O)NCc1ccccc1 (stereo not drawn)
    26.2	8.7	0.0
- CC(C)c1ccccc1OCC(=O)Nc1ccccc1C(=O)N1CCOCC1
    32.6	-38.7	0.6
- COC(=O)c1ccccc1C(=O)N1CCOCCN(C(=O)c2ccccc2C(=O)OC)CCOCC1
    6.0	2.0	-1.3
- CC(=O)Nc1ccc(NC(=O)/C(=C/c2ccco2)NC(=O)c2ccccc2)cc1
    17.3	4.3	0.4
- Cc1ccc(NC(=O)c2ccc3ccccc3n2)nc1
    86.9*	38.8	0.3
- Cc1cc(OCC(=O)NCCN2CCOCC2)cc(C)c1Cl
    3.8	-10.7	-3.8
- COCc1cc(=O)[nH]c(SCC(=O)Nc2ccccc2)n1
    9.3	3.7	-0.4
- Cc1ccc(OCC(=O)c2cc(C)n(C3CC3)c2C)c([N+](=O)[O-])n1
    20.4	-18.0	0.0

(further entries)
Each structure is followed by: OX1R antag-2	OX1R antag-1	STK33 inh
- COc1ccc(CC(=O)c2ccc(OC)c(OC)c2)cc1
    14.0	-14.1	0.7
- COc1ccc(C)cc1NC(=O)CSc1nc(SC)ns1
    25.9	-14.5	-7.7
- CCOc1ccccc1NC(=O)c1ccccc1NC(=O)c1ccco1
    23.0	-36.5	-1.9
- CC(C)c1ccc(NC(=O)CSc2nc3ncccc3[nH]2)cc1
    22.8	-17.1	1.1
- COc1ccc(/C=C/C(=O)OCc2cc(=O)n3c(n2)sc2ccccc23)cc1
    16.4	-15.8	-1.2
- Cc1cc(C)cc(N=c2c([N+](=O)[O-])nn(-c3ccc4c(c3)OCCO4)n2O)c1
    20.0	-22.4	-2.3
- O=C(COC(=O)c1ccccc1Cl)NCc1ccco1
    3.0	-11.1	-0.7
- Cn1c(Cc2ccccc2)nnc1SCc1ccc(C(=O)O)cc1
    16.2	2.0	1.4
- CC(=O)Nc1ccc(NC(=O)[C@@H]2CCCC[C@@H]2C(=O)O)cc1
    16.0	11.9	2.5
- Cc1ccc(NC(=O)c2cc(NC(=O)C3CC=CCC3C(=O)O)ccc2N2CCOCC2)cc1Cl (stereo not drawn)
    14.5	-5.4	-1.7
- Cc1ccc(S(=O)(=O)NCC(=O)N2CCN(S(=O)(=O)c3ccc(Cl)cc3)CC2)cc1C
    11.4	-2.6	0.9
- COc1ccc(C(C#N)(CCC#N)CCC#N)cc1OC
    9.1	4.7	-1.6
- CC(=O)Nc1cccc(NC(=O)COc2ccccc2C)c1
    6.3	-9.2	0.6
- CCOc1ccc(NC(=O)CN2CCN(C(=O)c3ccco3)CC2)cc1S(=O)(=O)N1CCCC1
    5.5	-2.3	-1.4
- N/C(=N\OC(=O)CCCN1C(=O)c2ccccc2C1=O)c1ccc(Cl)cc1
    2.6	-17.0	-0.1

Whole records, looked up by structure. Order of values: OX1R antag-2	OX1R antag-1	STK33 inh
Record of O=C(COC(=O)c1ccccc1Cl)NCc1ccco1 : 3.0	-11.1	-0.7
Record of COc1ccc(CC(=O)c2ccc(OC)c(OC)c2)cc1 : 14.0	-14.1	0.7
Record of Cc1cc(C)cc(N=c2c([N+](=O)[O-])nn(-c3ccc4c(c3)OCCO4)n2O)c1 : 20.0	-22.4	-2.3

Gathered by group, the compounds so far containing a thiophene ring, fused or not.
Each structure is followed by: OX1R antag-2	OX1R antag-1	STK33 inh
- O=C(NCc1cccs1)c1cccnc1C(=O)O
    5.0	-18.2	-2.6
- N#Cc1c(-c2cccs2)cc(C2CC2)nc1SCC(N)=O
    19.7	-22.4	-0.7
- O=C(NCC1CCCO1)c1csc2c1CCCC2 (stereo not drawn)
    6.6	-1.5	0.1

(list continues)
Each structure is followed by: OX1R antag-2	OX1R antag-1	STK33 inh
- Cc1cccc(N2CC3=C(C2=O)C(c2ccccc2)NC(=O)N3C)c1 (stereo not drawn)
    17.9	-12.2	-2.0
- NC(=O)C1CC(=O)N(Cc2ccc3c(c2)OCO3)C(=Nc2ccccc2)S1 (stereo not drawn)
    21.5	-23.0	-0.3
- CC1(C)CC(=O)C2=C(C1)OC(N)=C(C#N)C21C(=O)N(CN2CCOCC2)c2ccccc21 (stereo not drawn)
    7.2	-15.1	0.4
- Cc1ccc([N+](=O)[O-])cc1NC(=O)CN1CCC(C)CC1
    11.6	-5.8	1.1
- Cn1nnc(NC(=S)NC(=O)c2cccc3ccccc23)n1
    5.8	2.5	-0.7
- CCc1ccccc1-n1c(SCC(=O)NC)nnc1-c1ccco1
    0.4	-19.7	0.5
- COc1ccc(-c2ccc(=O)n(CC(=O)NCC3COCCO3)n2)cc1 (stereo not drawn)
    30.4	-2.8	-1.2
- Cc1ccc(C(O)(C(=O)NN(C(=O)c2ccccc2)c2ccccc2)c2ccc(C)cc2)cc1
    25.2	-5.1	-0.2
- C[C@@H](NC(=O)c1nc[nH]c1C(=O)NCc1ccccc1)c1ccccc1
    4.7	-33.6	-1.3
- Cc1ccc(O)c(C(CC(=O)NCc2ccco2)c2ccccc2)c1 (stereo not drawn)
    2.1	-1.7	0.0
- CCOC(=O)c1[nH]c(C)c(C(=O)Nc2ccc(Cl)cc2)c1C
    5.8	1.3	0.8
- O=C(CCCOc1ccc(Cl)cc1Cl)N/N=C/c1ccco1
    10.9	-12.2	1.3
- Cc1cccc(C)c1NC(=O)CN(C)C(=O)c1cc(S(=O)(=O)N2CCOCC2)ccc1N1CCCC1
    8.4	-24.1	-0.7
- c1ccc2nc3ccccc3nc2c1
    14.1	-2.2	-0.4

Rows are unselected. Share with any hit: about 2.2%.
